# Bioassay records (PubChem BioAssay)
# ASAP1 inh: blocks human ASAP1-stimulated Arf1 GTP hydrolysis | Q9ULH1 | GDP FP detection | inhibition, % at 16.5 µM | 360,000 compounds, 0.19% hits | AID 624377; in the data active means inhibition above about 25%;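 further: 0% = vehicle with enzyme and substrate and 100% = no enzyme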
# TDP2 absorb: TDP2 (human) inhibition, absorbance primary screen; inhibition, % at 12.8 µM; O95551; AID 720702; recombinant TDP2, T5PNP hydrolysis, p-nitrophenol absorbance 415 nm; 370,000 compounds, 0.34% hits;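 active means inhibition above the mean of all tested compounds plus 3 SD, set per campaign, cut at about 25% in these data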;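 further: 0% = DMSO with enzyme and 100% = buffer with substrate but no TDP2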
#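 Test system: Human TDP2 enzyme | Reagent: 5 mM T5PNP | Compound dosing: 12.8 µM single point, 1% DMSO | Incubation: Enzyme reaction with compound for 2 h at 37 °C | Technique: p-Nitrophenol epi absorbance | Read-out: % inhibition relative to enzyme-containing and enzyme-free wells | Benchmarks: High control without enzyme, low control DMSO plus TDP2 | Replicates: Singlicate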
# SIAE primary: blocks human sialic acid acetylesterase. SIAE FP-Rh probe binding, fluorescence polarization. inhibition, % at 9.66 µM. 370,000 compounds, 0.69% hits;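 active means inhibition above a cutoff: mean of compounds within the control limits plus 3 SD of those, cut at about 17% in these data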;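 further: 0% = plate median of compound wells and 100% = probe without SIAE protein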
# ADAM10 inh: inhibitors of human ADAM10. O14672. recombinant ADAM10, EDANS/DABCYL FRET peptide cleavage, 3 h. inhibition, % at 7 µM. 370,000 compounds, 0.62% hits;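 active means inhibition above a per-campaign cutoff equal to the mean of compounds falling between control-based bounds plus 3 SD, cut at about 20% in these data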;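 further: 0% = DMSO wells while the 100% control is not disclosed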
# ARFGAP1 inh: rat ARFGAP1 inhibition; Q62848; Arfgap1-stimulated ARF1 GTP hydrolysis, GDP FP detection; inhibition, % at 16.5 µM; 360,000 compounds, 0.26% hits; AID 651572;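 active means inhibition above a per-plate limit, mean inhibition of low control wells plus 3 SD, cut at about 25% in these data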;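 further: 0% = DMSO wells with enzyme and 100% = wells lacking Arfgap1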
#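 Assay system: purified rat His6-Arfgap1 residues 1-136 (GAP domain); Reagent: human Δ17 ARF1 bound to GTP; Dosing: 16.5 µM single point, 1.26% DMSO; Times: GTP hydrolysis reaction 2 h at 25 °C; Signal: FP, GDP Alexa 633 tracer displaced from anti-GDP antibody, 620/688 nm; Measure: % inhibition from polarization.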
# DDE Tn6 FP inh: disrupts Tn6 cyclic peptide binding to fibrin D-Dimer-E complex. 370,000 compounds, 0.21% hits. inhibition, % at 8.3 µM. AID 720509. Fibrin DD(E) TRITC-Tn6 fluorescence polarization displacement;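 active means inhibition above a per-campaign cutoff: mean of compounds within control limits plus 3 SD, cut at about 15% in these data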;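 further: 0% = median of all compound wells on the plate and 100% = blocking peptide control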
# ADAM17 inh: ADAM17 inhibition, QFRET primary screen; inhibition, % at 6.95 µM; recombinant ADAM17, EDANS/DABCYL FRET peptide cleavage; P78536; 370,000 compounds, 0.83% hits; AID 720648;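 active means inhibition above the mean of compounds lying between control limits plus 3 SD, set per campaign, cut at about 8.5% in these data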;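 further: 0% = DMSO-only wells as the low control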
# PLC-gamma1 inh: inhibitors of human phospholipase C gamma1. 370,000 compounds, 0.84% hits. inhibition, % at 12.2 µM. AID 720700. purified PLC-gamma1, fluorogenic substrate, fluorescence. P19174; in the data active means inhibition above about 9.5%
# Tn7 DDE FP: DD(E)-Tn7 binding inhibition, primary FP screen. P02675. inhibition, % at 8.3 µM. FP displacement of FITC-Tn7 peptide from fibrin DD(E); 0% = median of compound wells per plate. 370,000 compounds, 0.13% hits;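 active means inhibition above the mean of compounds falling within the control limits plus 3 SD of them, cut at about 14% in these data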;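 further: 0% = plate median of compound wells and 100% = 10 µM Aha-Tn7 peptide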
#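 Assay system: Human fibrin DD(E) protein | Medium: Tris buffer with calcium and detergent, pH 7.8 | Reagent: 0.1 µM fluorescent Tn7 | Compound dosing: Single point at 8.3 µM | Times: 10 min preincubation, 3 h with tracer, room temperature | Detection: Fluorescence polarization of the labelled Tn7 tracer | Controls: Aha-Tn7 high control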
# PLCb3 inh: blocks human PLC-beta3 enzyme activity | AID 720704 | 370,000 compounds, 0.18% hits | Purified PLC-beta3, fluorogenic substrate, fluorescence | inhibition, % at 12.2 µM; in the data active means inhibition above about 11%;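 further: 0% = median of compound wells on plate and 100% = full blocker control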
# Target sequence (Q01970 whole entry, looked up): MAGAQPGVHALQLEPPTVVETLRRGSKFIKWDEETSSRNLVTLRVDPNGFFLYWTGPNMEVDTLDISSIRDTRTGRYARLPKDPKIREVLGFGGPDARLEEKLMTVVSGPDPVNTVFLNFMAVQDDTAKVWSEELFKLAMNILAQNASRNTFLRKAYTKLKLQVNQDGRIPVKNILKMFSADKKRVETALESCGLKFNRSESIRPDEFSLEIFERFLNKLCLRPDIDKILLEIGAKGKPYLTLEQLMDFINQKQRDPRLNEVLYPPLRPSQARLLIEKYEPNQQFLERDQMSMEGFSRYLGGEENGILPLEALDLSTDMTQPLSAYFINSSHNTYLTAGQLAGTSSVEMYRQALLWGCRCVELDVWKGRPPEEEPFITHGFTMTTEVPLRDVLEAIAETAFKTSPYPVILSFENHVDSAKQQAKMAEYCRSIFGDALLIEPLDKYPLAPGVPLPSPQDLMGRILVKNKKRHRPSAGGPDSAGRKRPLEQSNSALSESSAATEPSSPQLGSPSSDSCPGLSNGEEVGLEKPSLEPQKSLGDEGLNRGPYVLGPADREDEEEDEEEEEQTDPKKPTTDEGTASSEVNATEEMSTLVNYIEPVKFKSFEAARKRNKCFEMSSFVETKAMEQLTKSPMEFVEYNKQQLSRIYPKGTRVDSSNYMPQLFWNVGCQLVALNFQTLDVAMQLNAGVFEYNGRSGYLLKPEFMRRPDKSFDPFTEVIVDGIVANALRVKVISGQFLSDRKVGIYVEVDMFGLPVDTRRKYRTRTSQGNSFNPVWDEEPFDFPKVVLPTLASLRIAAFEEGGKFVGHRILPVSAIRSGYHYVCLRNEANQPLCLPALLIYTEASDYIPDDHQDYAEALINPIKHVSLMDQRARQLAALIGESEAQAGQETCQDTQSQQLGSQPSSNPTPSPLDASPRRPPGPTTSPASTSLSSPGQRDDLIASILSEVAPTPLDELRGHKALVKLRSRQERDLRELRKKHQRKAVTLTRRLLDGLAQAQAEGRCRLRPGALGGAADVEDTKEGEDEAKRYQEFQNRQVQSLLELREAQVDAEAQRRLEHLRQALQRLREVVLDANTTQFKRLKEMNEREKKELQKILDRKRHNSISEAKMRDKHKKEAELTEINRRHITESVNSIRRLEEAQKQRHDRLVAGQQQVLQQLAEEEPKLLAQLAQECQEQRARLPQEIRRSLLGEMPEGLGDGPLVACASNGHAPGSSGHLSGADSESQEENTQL
# Numbers without * were called inactive.
SMILES,ASAP1 inh,TDP2 absorb,SIAE primary,ADAM10 inh,ARFGAP1 inh,DDE Tn6 FP inh,ADAM17 inh,PLC-gamma1 inh,Tn7 DDE FP,PLCb3 inh
CC1OC(OC2C(CO)OC(OCC3OC(OC(=O)[C@@]45CCC(C)(C)C[C@@H]4C4=CC[C@@H]6[C@@]7(C)CCC(OC8OCC(O)C(O)C8OC8OC(C)C(O)C(O)C8O)[C@@](C)(CO)C7CC[C@@]6(C)[C@]4(C)CC5)C(O)C(O)C3O)C(O)C2O)C(O)C(O)C1O (stereo partly drawn),5,2,-4,-6,0,-13,-2,-1,-1,4
COc1nc(OC)nc(N2CCC(C(=O)Nc3cccc4c3CCCC4)CC2)n1,-8,1,-12,-1,0,4,-4,-2,4,2
COc1cccc(C(=O)NC(=S)Nn2cnnc2)c1OC,0,-6,-1,10,2,1,-3,3,0,1
CCOC(=O)N1CCN(C(=O)c2oc(=O)c3ccccc3c2-c2ccc(C)cc2)CC1,6,0,3,-6,-7,-1,-2,0,3,3
COc1ccccc1OCc1nn[nH]n1,9,-6,-4,-9,1,4,-4,-1,4,-6
O=C(c1ccco1)N1CCN(C(=O)C2CCN(S(=O)(=O)Cc3ccccc3)CC2)CC1,7,-8,2,-2,9,-2,2,5,-8,-1
O=C(CSCc1ccc(Cl)cc1)N/N=C/c1ccccc1,-12,-4,1,5,10,-1,-3,-1,-3,-2
CCOC(=O)C1=C(C)N(C)C(=S)NC1c1cc(OC)ccc1OC (stereo not drawn),-4,2,11,6,3,2,-2,-1,6,3
Cc1ccc(CN2C(=O)C(=O)N(CC(N)=O)C2=O)cc1,0,-3,0,8,-3,0,-7,2,5,-6
CCOC(=O)c1c(NC(=O)CSc2nc3nc(C)cc(C)n3n2)sc(CC)c1C,-5,-6,6,12,-15,3,-1,2,3,2
Cc1ccc(/C=C/C(=O)NC(=S)Nc2ccc(S(=O)(=O)Nc3cc(C)on3)cc2)cc1,11,-16,-23,3,-13,-2,-2,4,1,-4
COc1ccc(NC(=O)CN(C)S(=O)(=O)c2ccccc2)c([N+](=O)[O-])c1,6,-15,1,-3,2,9,1,4,-2,2
CS(=O)(=O)c1sc(C(=O)NC(=S)Nc2ccc(OC(F)(F)F)cc2)c2c1C=CCC2,-11,-21,-4,-1,11,-7,-2,0,-3,-17
CCCCSCCCNC(=O)Nc1ccc(C)c(C)c1,3,3,4,3,-11,-2,-2,-2,9,-9
COc1cc(-c2nnc(NC(=O)CS(=O)(=O)c3ccc(F)cc3)o2)cc(OC)c1OC,-7,-4,-2,0,-1,5,-5,1,3,-3
Cc1cc(Cl)ccc1NC(=O)CCC(=O)N/N=C/c1cc([N+](=O)[O-])ccc1O,14,-1,0,0,8,-1,-3,-1,2,-1
COc1ccc(N2C(=O)CC(N3CCCCC3)C2=O)cc1 (stereo not drawn),-4,2,9,2,2,-3,-2,1,-3,3
CCn1cc(/C=C2/SC(=S)NC2=O)c(C)n1,-4,4,4,-2,-1,-1,-1,0,6,0
O=C(NCc1ccc2c(c1)OCO2)c1ccc(CS(=O)(=O)c2cccc(C(F)(F)F)c2)o1,-5,18,9,1,4,2,-2,0,-4,-1
CCOC(=O)N1CCN(C(=O)c2ccc(Cn3c(=S)[nH]c4cc5c(cc4c3=O)OCO5)cc2)CC1,5,-6,-8,17,4,4,3,12*,1,4

# Taken from above.
# Result for COc1ccc(NC(=O)CN(C)S(=O)(=O)c2ccccc2)c([N+](=O)[O-])c1 in Tn7 DDE FP: -2
# Result for CCOC(=O)c1c(NC(=O)CSc2nc3nc(C)cc(C)n3n2)sc(CC)c1C in ADAM10 inh: 12
# Result for COc1cc(-c2nnc(NC(=O)CS(=O)(=O)c3ccc(F)cc3)o2)cc(OC)c1OC in ARFGAP1 inh: -1

# The list goes on.
SMILES,ASAP1 inh,TDP2 absorb,SIAE primary,ADAM10 inh,ARFGAP1 inh,DDE Tn6 FP inh,ADAM17 inh,PLC-gamma1 inh,Tn7 DDE FP,PLCb3 inh
O=C(NCCCCc1ccccc1)Nc1cccc(F)c1,2,-4,-5,6,2,1,4,4,-4,1
CCOc1cc(CNCCO)ccc1OCC(=O)NC(C)(C)C,-8,3,3,9,-9,-3,-3,5,2,3
Cc1csc(N(C)C(=O)CSc2nnc(COc3cccc4ccccc34)o2)n1,-2,1,3,7,19,-2,-2,1,-3,0
Clc1nc2ccccc2cc1/C=N/Nc1nc2ccccc2[nH]1,11,-14,4,18,4,-22,0,-42,-3,-58
CCS(=O)(=O)N1Cc2cc(C(=O)NCCOC)nc(-c3cccc(-c4ccncc4)c3)c2[C@@H]1CCO,4,5,5,-15,14,-3,-5,-1,0,0
COc1ccc(N2CCN(C(=O)c3cc(=O)c4cc(Cl)ccc4o3)CC2)cc1,0,-4,1,-1,-5,-2,-5,-1,-9,-4
O=C(Nc1ccsc1C(=O)N1CCCCCC1)c1ccccc1,1,-2,5,3,-5,1,2,2,-2,6
COc1ccc(OCc2cc(C(=O)N3CCCC(O)C3)no2)c2ccccc12 (stereo not drawn),3,16,18*,-7,-5,0,-4,-4,-6,-9
O=C(NC1CCCCC1)Oc1cc2oc(=O)sc2cc1Br,8,-2,12,26*,-2,-2,4,7,0,-5
CN(CC(=O)Nc1ccccc1C(F)(F)F)C(=O)c1cc(-c2cccs2)nn1-c1ccccc1,0,-7,0,-2,0,4,1,1,3,-5
CC(C)(C)c1ccc(/C=N/NC(=S)NC2CCCCC2)cc1,6,-5,-4,1,-4,2,4,11*,-3,6
CCNC(=O)Nn1c(-c2ccccc2)nc2ccccc2c1=O,0,11,9,-1,-8,-14,-3,1,1,-2
COc1ccccc1CNC(=O)CCC(=O)Nc1nnc(C)s1,1,-15,-5,0,-4,2,-2,1,4,-17
CC(=O)N/C(=C\c1ccc(C)o1)C(=O)NCc1ccccc1,0,8,1,0,-2,6,-3,-12,2,-20
O=C(O)c1ccc(Sc2ccccn2)c([N+](=O)[O-])c1,-6,-4,-1,12,-4,-1,1,1,-1,3
Nc1nc(SCc2ccc(Br)cc2)[nH]c(=O)c1-c1ccccc1,6,-6,-2,4,6,3,0,0,-10,1
O=Cc1cccc(Oc2ccc([N+](=O)[O-])cc2[N+](=O)[O-])c1,9,-7,-5,-2,0,2,-4,1,2,-1
O=C(NNS(=O)(=O)c1ccccc1)c1cccnc1,-9,1,3,4,2,0,0,2,-2,-4
CSc1ccc(S(=O)(=O)N(C)Cc2ccccc2)cc1,5,0,1,2,9,-3,1,-2,2,3
COc1ccc(S(=O)(=O)N2CCOCC2)cc1C(=O)Nc1ccc(N2CCCCCC2)cc1,9,-13,3,20*,-14,-2,4,-73,-12,-109

# Results in TDP2 absorb, for some of the entries so far:
mol	TDP2 absorb
O=C(c1ccco1)N1CCN(C(=O)C2CCN(S(=O)(=O)Cc3ccccc3)CC2)CC1	-8
O=C(CSCc1ccc(Cl)cc1)N/N=C/c1ccccc1	-4

# Going on with the list:
SMILES,ASAP1 inh,TDP2 absorb,SIAE primary,ADAM10 inh,ARFGAP1 inh,DDE Tn6 FP inh,ADAM17 inh,PLC-gamma1 inh,Tn7 DDE FP,PLCb3 inh
COc1ccc(N2CCN(CCNC(=O)Nc3ccc(C)c(Cl)c3)CC2)cc1,-5,-6,6,-5,0,4,2,4,-1,-3
COC(=O)Nc1c(C(=O)OC)cc(OC)c(OC)c1OC,-8,-1,-4,-19,13,7,-4,-4,3,-2
Cn1c(=O)c2c(nc(Oc3ccc4c(c3)OCO4)n2Cc2ccc(Cl)cc2)n(C)c1=O,-6,1,-2,6,-3,-6,-2,-2,-3,2
O=C(CCNC(=O)c1ccc(Cl)cc1)NCc1cccc(C(F)(F)F)c1,9,-8,7,-3,12,-7,1,2,-3,4
CCOc1ccc(S(=O)(=O)NCCC(=O)N2CC=C(c3ccccc3)CC2)cc1,0,-10,5,-4,-12,7,-1,-2,6,-11
O=C(c1cccc2ccccc12)C1CCCN(C(=O)c2ccc(N3CCOCC3)cc2)C1 (stereo not drawn),-10,3,-2,4,-5,1,0,-1,4,5
COc1ccc(-c2csc(Nc3ncccn3)n2)cc1C,1,9,5,-7,-4,-4,-5,0,6,-5
O=C(NC1CCCC1)c1cc(-c2ccccc2)on1,-8,4,5,2,-3,-1,2,3,-4,2
O=c1[nH]cnc(O)c1C(c1ccc([N+](=O)[O-])cc1)c1c(O)nc[nH]c1=O,11,-5,-6,4,0,-4,-4,2,2,-5
CCOC(=O)c1c(S(=O)(=O)NCCCc2ccco2)c(C)n(C)c1C,1,3,0,-5,6,-6,-1,0,-2,-2
CCOc1cc(N2CCOCC2)c(OCC)cc1NC(=O)C(C)C,-9,-8,3,-8,1,2,-4,0,3,-10
Cc1cc(C)c(NC(=O)CS(=O)CC(=O)N2CCN(c3ccc(F)cc3)CC2)c(C)c1 (stereo not drawn),-7,5,1,-1,-10,-5,-4,-1,-3,-2
O=C(Cc1ccc(Br)cc1)Nc1ncc([N+](=O)[O-])s1,9,3,-5,3,11,-1,0,1,3,-8
CCCc1nnc(NC(=O)c2ccc(N3C(=O)C4C5C=CC(C5)C4C3=O)cc2)s1 (stereo not drawn),1,5,-2,-3,-11,-2,2,-3,1,-3
CCN(Cc1nc2cc(Cl)ccc2c(=O)[nH]1)C(=O)c1cc(C2CC2)nn1-c1ccccc1,-6,-20,-8,-1,2,16*,4,2,-5,2
O=C(NCc1ccncc1)c1nc(-c2cccs2)no1,10,2,4,6,1,2,0,2,6,1
COC(=O)c1ccc(C(=O)OC)c(NC(=O)C(C)(C)C)c1,-7,-9,2,-13,2,-7,-7,0,-4,-7
CCc1nc2ccc(C(=O)Nc3ccc(NC(C)=O)cc3)cn2c1N(C)C(=O)Cc1ccccc1,-6,2,0,-15,7,-8,2,-1,0,-1
CCCCCOC(=O)c1ccc(NC(=O)c2ccco2)cc1,-1,-6,-17,10,12,-4,1,2,0,2
Cc1oc2c(C)c(O)ccc2c(=O)c1N1C(=O)c2ccccc2C1=O,5,11,7,-103,2,0,-28,-51,-4,-61
Fc1ccc(OCc2nc3ccccc3s2)cc1,2,0,0,2,13,2,-1,-4,-5,-5
Cc1cc(C)c(NC(=O)CSc2nnc(-c3ccncc3)n2Cc2ccco2)c(C)c1,9,6,-3,1,-3,5,-4,3,6,-1
CC(C)NCc1cc(Br)ccc1OCc1ccccc1,15,4,1,2,4,-6,-3,3,-6,-1
CCS(=O)(=O)N1Cc2ccccc2CC1C(=O)Nc1ccc(NC(C)=O)cc1 (stereo not drawn),7,-4,-4,-6,3,-3,0,0,1,-4
O=C(COC(=O)c1ccc([N+](=O)[O-])o1)NC1CCS(=O)(=O)C1 (stereo not drawn),14,11,2,3,2,0,1,3,6,6
O=C1C=C(c2ccccc2)CO1,0,-1,0,2,-3,0,1,0,-3,3
